Screening results deposited in PubChem by several laboratories.
LEDGF integ inh = blockers of LEDGF/p75-dependent integrase strand transfer – biochemical, TR-FRET, high throughput, primary screen | inhibition, % at 3.7 µM | AID 743269, 2014 | HIV-1 integrase (with human LEDGF/p75) | 370,000 compounds, 0.64% hits | TR-FRET IN-LEDGF/p75 DNA integration, Eu/Cy5;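 active = inhibition above the screen-wide mean plus 3 SD, cut at about 13% in these data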;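 also: signal is the Cy5 over europium emission ratio at 671 and 618 nm; 0% = plate median of compound wells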
PG9 Ab binder = binders of HIV-1 gp120 antibody PG9, primary screen, biochemical, TR-FRET | HIV-1 gp120 / PG9 antibody interaction | TR-FRET gp120-PG9 antibody binding | inhibition, % at 6.7 µM | 360,000 compounds, 0.43% hits | AID 624416, 2012; in the data active = inhibition above about 8.5%
SIAE primary = human SIAE inhibitors, primary screen, biochemical, fluorescence polarization, FP-Rh probe, 1536-well HTS; inhibition, % at 9.66 µM; Sialate O-acetylesterase (Homo sapiens), Q9HAT2; AID 1053197, 2014; SIAE FP-Rh probe binding; 370,000 compounds, 0.69% hits;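 active = inhibition above a cutoff: mean of compounds within the control limits plus 3 SD of those, cut at about 17% in these data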;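 also: 0% = plate median of compound wells and 100% = probe without SIAE protein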
Target sequence (Q9HAT2 whole entry, looked up): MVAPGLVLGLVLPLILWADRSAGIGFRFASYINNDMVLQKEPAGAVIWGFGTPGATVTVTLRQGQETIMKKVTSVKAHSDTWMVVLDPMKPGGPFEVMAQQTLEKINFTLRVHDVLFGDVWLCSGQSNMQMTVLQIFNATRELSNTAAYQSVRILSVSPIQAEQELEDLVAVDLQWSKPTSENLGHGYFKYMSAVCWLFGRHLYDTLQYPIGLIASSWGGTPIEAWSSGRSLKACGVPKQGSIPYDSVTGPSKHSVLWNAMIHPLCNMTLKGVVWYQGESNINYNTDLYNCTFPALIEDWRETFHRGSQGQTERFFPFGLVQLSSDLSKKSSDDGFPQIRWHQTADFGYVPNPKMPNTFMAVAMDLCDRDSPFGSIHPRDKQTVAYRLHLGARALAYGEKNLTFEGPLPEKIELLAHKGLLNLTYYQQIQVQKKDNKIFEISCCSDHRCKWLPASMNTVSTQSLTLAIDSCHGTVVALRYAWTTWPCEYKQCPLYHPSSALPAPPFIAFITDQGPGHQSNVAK
HTRA1 inh = HTRA1 serine protease inhibitors, primary screen, biochemical, fluorescence polarization, HTS; inhibition, % at 5.96 µM; AID 504803, 2011; Q92743; 340,000 compounds, 0.5% hits; recombinant HTRA1, FP-rhodamine activity-based probe; in the data active = inhibition above about 36%;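 also: 0% = enzyme with DMSO and 100% = wells lacking enzyme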
TCR-CD3 inh = inhibitors of human TCR-CD3 interaction, primary screen, biochemical, fluorescence, TAMRA-labeled TCR probe; inhibition, % at 9.4 µM; 360,000 compounds, 0.37% hits; T-cell receptor (TCR); in the data active = inhibition above about 19%;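 also: recombinant mutant TCR 2C K166C tagged with TAMRA read by polarization; 0% = receptor in buffer alone and 100% = receptor with positive control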
PRMT1 FP inh = PRMT1 methyltransferase inhibitors, primary screen, biochemical, fluorescence polarization. inhibition, % at 2.79 µM. 370,000 compounds, 1.3% hits. recombinant PRMT1, activity-based probe fluorescence polarization. Protein arginine N-methyltransferase 1 (Homo sapiens), Q99873;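 active = inhibition above about 21% made by adding two undisclosed values, limit read from the data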
NR1D1 modulator = modulators of Rev-erb alpha DNA binding, primary screen, biochemical, FITC-DNA, fluorescence polarization, uHTS | AID 1259318, 2017 | Nuclear receptor subfamily 1 group D member 1 (Homo sapiens), P20393 | activity, % at 10 µM | 370,000 compounds, 0.79% hits | Rev-erbα–FITC-DNA binding, 90 min;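 active = activity above about 14%, limit read from the data; passing the limit was not always enough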;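 also: 0% = DMSO wells with 35 nM protein and 100% = DMSO wells with 750 nM protein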
ABHD4 inh = ABHD4 inhibitors, primary screen, biochemical, fluorescence polarization, mouse; (Lyso)-N-acylphosphatidylethanolamine lipase (Mus musculus), Q8VD66; inhibition, % at 8.92 µM; AID 720543, 2013; purified mABHD4, FP-Rh probe fluorescence polarization; 370,000 compounds, 0.54% hits;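 active = inhibition exceeding the mean over every tested compound plus 3 SD, cut at about 30% in these data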;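 also: 0% = plate median of compound wells and 100% = S159A mutant with DMSO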
Target sequence (Q8VD66 whole entry, looked up): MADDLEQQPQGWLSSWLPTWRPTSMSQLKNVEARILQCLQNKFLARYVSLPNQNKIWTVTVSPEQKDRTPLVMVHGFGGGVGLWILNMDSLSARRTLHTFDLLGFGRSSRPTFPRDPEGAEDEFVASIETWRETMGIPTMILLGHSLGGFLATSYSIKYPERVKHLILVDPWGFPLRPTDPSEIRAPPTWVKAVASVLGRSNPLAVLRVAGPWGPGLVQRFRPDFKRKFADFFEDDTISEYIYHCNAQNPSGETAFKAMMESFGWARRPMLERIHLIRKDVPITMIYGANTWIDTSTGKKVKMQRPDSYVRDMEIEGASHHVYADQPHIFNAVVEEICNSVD
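Assay system: mABHD4 protein; medium: HEPES pH 7.0, NaCl, Pluronic buffer; dosing: 8.92 µM, single dose; schedule: 45 min + 60 min at 25 °C; signal: FP readout, ex 525 nm / em 598 nm; read-out: normalized percent inhibition of probe labeling; repeats: single replicate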
rCAG binder = binders of r(CAG) RNA repeats, primary screen, biochemical, fluorescence. r(CAG) RNA repeat, TO-PRO-1 dye displacement fluorescence. inhibition, % at 3 µM. 370,000 compounds, 1.3% hits;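 active = inhibition above the plate cutoff, the mean of all test compounds on that plate plus 3 SD, cut at about 35% in these data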;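 also: 0% = DMSO alone and 100% = 100 µM mitoxantrone as full dye displacement; higher means more dye released from RNA so lower well fluorescence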
TDP2 absorb = human TDP2 enzyme inhibitors, primary screen, biochemical, epi absorbance, recombinant enzyme; T5PNP hydrolysis, p-nitrophenol absorbance 415 nm; AID 720702, 2013; inhibition, % at 12.8 µM; 370,000 compounds, 0.34% hits;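 active = inhibition above the mean of all tested compounds plus 3 SD, set per campaign, cut at about 25% in these data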;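 also: 0% = DMSO with enzyme and 100% = buffer with substrate but no TDP2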
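Assay system: Recombinant human TDP2 | Quantity: 120 nM TDP2 per well | Incubation: 2 h at 37 °C | Signal: Epi absorbance | Evaluation: Percent inhibition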
Active calls of the source: *; . = no result given. The list is partial. The share of hits here may be higher or lower than overall.

SMILES	LEDGF integ inh	PG9 Ab binder	SIAE primary	HTRA1 inh	TCR-CD3 inh	PRMT1 FP inh	NR1D1 modulator	ABHD4 inh	rCAG binder	TDP2 absorb
CN(C)C(=O)CSc1nnc(Cc2ccc([N+](=O)[O-])cc2)o1	-3	-2.2	9	-7	4	-1	-3	-1	0	0
NS(=O)(=O)c1ccc(CCNC(=O)c2ccc(-c3ccccc3)cc2)cc1	6	12*	-13	-4	-7	1	-2	-9	5	7
CCC1CCC2(CC1)NC(=O)N(CC(=O)NCc1ccccc1Cl)C2=O (configuration not stated)	-3	-0.3	17*	-1	9	-2	-5	6	3	-7
CCC(C(=O)O)n1c(C(F)(F)F)nc2ccccc21 (configuration not stated)	2	-1.3	3	-2	-4	2	-4	4	0	2
CN(C)C(CNC(=O)c1cccc(S(=O)(=O)N2CCN(c3ccc(F)cc3)CC2)c1)c1ccccc1 (configuration not stated)	-2	0.1	1	-5	-5	-2	2	1	-6	1
CCn1ccnc1CNC(=O)c1ccc2oc(CCCc3ccccc3)nc2c1	1	0.3	16	0	2	-2	-1	6	-8	11
CCCc1cc(=O)oc2c(C)c(OCC(=O)NC3CCN(Cc4ccccc4)CC3)ccc12	-3	-0.6	-3	-3	10	-3	4	0	-5	0
CCOCc1cn(CC(=O)c2ccc(Cl)cc2)c(C)nc1=N	2	-0.9	3	8	1	0	-3	2	2	4
CN(C)/C=N/c1c(C#N)cnn1-c1ccc(C(F)(F)F)cn1	1	-1.4	0	3	4	6	-5	-1	-3	10
Nn1c(-c2cccc(Br)c2)n[nH]c1=S	3	2.8	-5	0	-3	2	0	7	2	-2
CCOC(=O)C(N)CSC1CC(=O)N(c2ccc(C(=O)OC)cc2)C1=O (configuration not stated)	-3	0.4	-7	2	1	21	-2	4	1	-6
O=[N+]([O-])c1cccc(-c2nc3ccc([N+](=O)[O-])cc3[nH]2)c1	5	1.5	-8	-10	6	-7	0	-1	4	2
Cc1c(Cl)cccc1NC(=O)CSc1nnnn1C	3	-0.6	-2	0	8	1	-4	2	1	4
COc1ccc(F)cc1S(=O)(=O)NCCCn1ccnc1	-8	-0.8	-5	-5	-4	3	2	0	1	1
CCN(CCn1cccn1)Cc1cn[nH]c1-c1ccc(-c2ccccc2)cc1	1	-1.2	-8	-23	-3	2	6	-3	-5	1
Cc1ccc(S(=O)(=O)NCCC(=O)NCC(=O)Nc2c(C)cccc2C)cc1C	2	-0.3	-2	-5	6	-1	-1	10	0	15
CC(=O)Oc1cccc(N2C(=O)C3C4C=CC(C4)C3C2=O)c1 (configuration not stated)	1	0.6	12	4	5	-2	1	-2	-2	-1
O=C(c1ccc(CS(=O)Cc2ccccc2Cl)o1)N1CCN(c2ccccn2)CC1 (configuration not stated)	8	-3.3	1	3	-4	-3	4	-21	-4	-14
COc1ccccc1OCCCN1CCC(C(O)(c2ccccc2)c2ccccc2)CC1	-2	0.6	-3	.	-3	4	6	-1	-2	-1
Cc1cc([N+](=O)[O-])ccc1N(C)C	-1	0.4	5	3	-5	4	1	-5	0	3
CCN(CC)S(=O)(=O)c1ccc2nnn(O)c2c1	-1	0.7	-6	4	5	-2	4	-2	-3	11
O=C(COc1ccc(S(=O)(=O)N2CCCCC2)cc1)N1CCOCC1	-2	-0.9	1	-1	4	-7	-3	-3	-4	4
COc1ccccc1N1CCN(c2ccc(-c3ccccc3)nn2)CC1	2	0.7	6	-2	6	5	-2	2	-6	-1
CC(=O)Nc1cccc(NC(=O)Nc2cccc(Cl)c2C)c1	-1	-1.9	-20	-5	2	-3	0	0	1	-1
Cc1ccc(OCc2cc(C(=O)N3CCC(Oc4cccnc4)CC3)no2)cc1C	1	-2.1	-3	-12	-3	0	3	0	-8	10
CCC(C)(C)NC(=O)CN(C(=O)CNS(=O)(=O)c1ccc(C)cc1)c1ccc2c(c1)OCCO2	0	1.2	-6	-3	2	4	2	-15	2	1
O=C(NC1CCC(=O)N(CCSc2ccccc2)CC1)OCc1ccccc1 (configuration not stated)	-3	-0.5	1	-10	8	-3	-1	-2	-9	0
O=C(Nc1nc2ccc(Br)cc2s1)c1ccco1	5	4.2	-5	-19	8	-3	3	-12	9	9
S=C(NCc1ccc(Cl)cc1Cl)NC1CCCCC1	0	-2.9	6	-24	2	-1	-3	-28	-1	-14
COc1ccc(CC(=O)NCC2CCCN(Cc3ccccc3OC)C2)cc1 (configuration not stated)	4	1.1	-3	7	-5	2	-2	-11	-4	-5
CCOC(=O)c1c(C)[nH]c(C)c1C(=O)CSc1nnc(-c2cc(OC)c(OC)c(OC)c2)o1	1	-0.8	-3	-6	6	0	-6	2	1	0
CC1(C)CC(=O)C=C(c2ccc(OC(F)(F)F)cc2)C1	2	3.4	3	-3	3	2	1	-3	2	2
COc1nc(-c2cccc([N+](=O)[O-])c2)nc2ccccc12	-5	-1.0	1	.	-2	0	3	2	2	1
COc1ccc(CNC(=O)[C@@H]2CC=C[C@@H]3CCN(C4CC4)C(=O)[C@@H]32)cc1	0	-0.5	0	-4	-3	-1	-2	10	0	6
Cc1cccc2sc(N(CCCN(C)C)C(=O)c3cc4ccccc4oc3=O)nc12	0	0.0	0	-9	0	0	0	12	2	7
CN(CC(=O)Nc1cccc(F)c1)C(=O)c1ccc2c(c1)NC(=O)CS2	4	-1.1	3	4	12	-3	8	3	1	-1

Looked up by structure from the entries so far, 4 records:
SMILES	LEDGF integ inh	PG9 Ab binder	SIAE primary	HTRA1 inh	TCR-CD3 inh	PRMT1 FP inh	NR1D1 modulator	ABHD4 inh	rCAG binder	TDP2 absorb
CCOC(=O)c1c(C)[nH]c(C)c1C(=O)CSc1nnc(-c2cc(OC)c(OC)c(OC)c2)o1	1	-0.8	-3	-6	6	0	-6	2	1	0
COc1nc(-c2cccc([N+](=O)[O-])c2)nc2ccccc12	-5	-1.0	1	.	-2	0	3	2	2	1
COc1ccc(CNC(=O)[C@@H]2CC=C[C@@H]3CCN(C4CC4)C(=O)[C@@H]32)cc1	0	-0.5	0	-4	-3	-1	-2	10	0	6
CC1(C)CC(=O)C=C(c2ccc(OC(F)(F)F)cc2)C1	2	3.4	3	-3	3	2	1	-3	2	2

Next part
SMILES	LEDGF integ inh	PG9 Ab binder	SIAE primary	HTRA1 inh	TCR-CD3 inh	PRMT1 FP inh	NR1D1 modulator	ABHD4 inh	rCAG binder	TDP2 absorb
CCOC(=O)c1[nH]c(C)c(CN(C(C)=O)c2ccc(OCC)cc2)c1C	5	-1.5	-1	-2	10	-1	1	2	-8	-3
O=S(=O)(NC1c2cccc3cccc(c23)C1N1CCN(CCO)CC1)c1ccccc1 (configuration not stated)	-4	-0.3	-1	-4	-7	5	3	-9	0	-17
COc1ccc(CCNC(=O)Cc2ccc(Cl)cc2)cc1OC	1	-1.2	-1	0	-2	0	1	4	-4	-15
Nc1nonc1C(=O)N/N=C/c1ccc(Br)o1	0	1.3	4	14	9	2	2	1	0	-2
COc1ccc(NC(=O)CSc2n[nH]c(N)n2)cc1OC	0	-0.2	5	6	4	-3	2	-3	-1	-4
Clc1ccc(-c2nnc3sc(-c4ccc(Br)o4)nn23)cc1	3	-7.5	-41	-5	-2	0	5	4	1	-3
CC(C)COc1cccc(C(=O)N(C)CC(=O)Nc2cccc3ccccc23)c1	-2	-0.6	0	-6	3	0	3	-6	1	4
CCCCSc1nc2sc3c(c2c(=O)n1-c1ccc(C)cc1)CCN(C)C3	1	-1.9	-5	-32	10	1	-2	-9	3	2
CCCCC(CC)C(=O)Nc1cc(C(=O)NCCC)ccc1N1CCC2(CC1)CC(c1cccc(Br)c1)=NO2 (configuration not stated)	2	-0.1	-6	0	2	0	1	-1	5	-8
COc1cc2ccc(=O)oc2c(O)c1O	-9	-15	26*	11	11	5	-2	32*	-1	7
CCOC(=O)c1c(C)[nH]c(C)c1S(=O)(=O)N(C)CC(=O)Nc1ccc(C)cn1	1	0.4	1	5	-2	-2	1	5	-4	3
CC1CCC2(CC1)NC(=O)N(CC(=O)Nc1cccc(S(=O)(=O)N3CCCC3)c1)C2=O (configuration not stated)	4	2.0	-5	-5	5	0	-1	1	8	-15
Cc1cccc(NC(=O)/C(C#N)=C/c2ccc(F)cc2)n1	1	0.5	2	-1	8	6	5	8	-1	1
Cn1nc(C(=O)Oc2cc(=O)n(C)c3ccccc23)c2ccccc2c1=O	-7	-1.8	-2	11	4	-3	2	-1	0	-7
CS(=O)(=O)N1CCCCC1c1cc(C(=O)Nc2ccc3c(c2)OCO3)no1 (configuration not stated)	4	-0.5	4	.	-4	4	4	-4	1	4
COc1ccc(NC(=O)C2CCCN2C(=O)NC2CCCCC2)c(OC)c1 (configuration not stated)	1	-0.3	5	7	12	-5	2	0	9	7
COc1ccc(CN2CCN(C(C)C(=O)N(C)Cc3cccc(F)c3)CC2)cc1OC (configuration not stated)	6	-1.9	6	13	4	-2	6	13	-8	5
CCOc1ncccc1C(=O)N1CCN(c2ccc(C(F)(F)F)cn2)CC1	-3	0.9	2	-1	-9	0	0	-5	-8	1
O=[N+]([O-])c1ccc(C(O)CNC(=S)Nc2ccccc2)cc1 (configuration not stated)	-3	-0.7	0	-3	13	-2	3	6	2	-16
Cc1c(NC(=O)C(CC(=O)O)NCc2ccco2)c(=O)n(-c2ccccc2)n1C (configuration not stated)	-8	-0.2	8	6	-4	2	-2	-215	2	-3
CCC(Oc1cc(Cl)ccc1Cl)C(=O)N1CCCN(C)CC1 (configuration not stated)	2	-0.3	-8	-7	-10	6	-1	-8	-8	-7
CS(=O)(=O)N(CCc1ccccc1)CC(=O)N1CCN(c2ccccc2F)CC1	1	-2.2	1	0	-3	-1	-1	1	-5	0
COc1cc(OC)cc(-c2nnc(SCC(=O)N(Cc3ccccc3)C(C)(C)C)o2)c1	-1	-1.1	-15	-55	5	-3	2	-9	1	-17
O=C(CCN1C(=O)C2CC=CCC2C1=O)Nc1nccs1 (configuration not stated)	1	-1.2	2	3	0	1	8	4	-1	6
Cc1n[nH]c(C)c1CN(C)C(=O)C1CCC(=O)N(CC2CCCCC2)C1 (configuration not stated)	0	-0.2	5	-5	9	-4	2	0	-7	11
CCN1CCN(C(=O)/C=C/c2ccc3c(c2)OCO3)CC1	0	-2.5	-2	3	9	-4	-2	4	-4	0
